Compound activity: PubChem, National Center for Advancing Translational Sciences (NCATS)
POLI inh: inhibitors of human DNA polymerase iota | Pol iota fluorescent replication assay, 10 min | Potency, µM (titrated, usually from 115 µM), for inactives: top-dose activity, negative = inhibition, actives largely listed as inhibitors | 390,000 tested, 1% active
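Fluorescent replication assay read twice, at 0 min and 10 min after adding 50 nM (final) substrate. Enzyme (10 nM) and compounds were first incubated 15 min at room temperature; enzyme-free buffer wells were negative controls.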
G9a inh: inhibitors of human histone lysine methyltransferase G9a | Q96KQ7 | G9a H3K9 monomethylation, AlphaScreen, 2 h | Potency, µM (top dose mostly 102 µM), without a hit: top-dose activity, negative = inhibition, actives largely listed as inhibitors | 350,000 tested, 8.8% active | AID 504332; further: on the % scale 0 is the no-effect control and ±100 the full control effect; nearly all actives have a fitted effect of over 75% in size
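Quantitative HTS format: methyltransferase activity on a biotin-tagged H3K9 peptide is measured by AlphaScreen, using a rabbit anti-monomethyl-H3K9 antibody with streptavidin donor and anti-IgG acceptor beads. Final levels are 20 nM enzyme, 500 nM peptide, 20 uM SAM; 2 h RT.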
POLB inh: blocks human DNA polymerase beta activity; 340,000 tested, 1.3% active; Potency, µM (series often up to 114 µM), for inactives: at the top dose activity change, negative = inhibition, actives largely listed as inhibitors; Pol beta primer extension/strand displacement, fluorescence kinetic; P06746; further: on the % scale 0 is the no-effect control and ±100 the full control effect
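Pol beta (10 nM) was preincubated with compound for 15 min at room temperature. The reaction was then started with 50 nM substrate and read immediately and after a further 10 min at room temperature.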
BLM inh: Bloom syndrome helicase (human) inhibition; P54132; recombinant BLM DNA unwinding, fluorescence dequenching; Potency, µM (top dose mostly 56.1 µM), inactives show top-dose activity change, negative = inhibition, actives largely listed as inhibitors; 350,000 tested, 0.2% active; AID 2528;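 further: plate controls were vehicle for no effect and no enzyme for full effect; nearly all actives have a fitted effect of over 35% in size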
BAZ2B block: inhibitors of human BAZ2B bromodomain | Q9UIF8 | AlphaScreen BAZ2B-H3K14Ac peptide displacement | Potency, µM (highest dose often 114 µM), for the others: at the top dose activity change, negative = inhibition, usual class: inhibitors | 360,000 tested, 4.4% active; further: on the % scale 0 is the no-effect control and ±100 the full control effect; nearly all actives have a fitted effect of over 60% in size
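Protein-peptide AlphaScreen: BAZ2B 50 nM, b-H3K14Ac 50 nM, 1x PBS pH 7.4 + 0.01% Tween-20. Preincubation 30 min RT; cpd 30 min RT (top 110 uM); beads 20 min RT, light-protected.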
Pol kappa inh: DNA polymerase kappa (human) inhibition | Q9UBT6 | purified Pol kappa, fluorescent DNA synthesis assay, 10 min | Potency, µM (highest dose often 107 µM), inactives show at the top dose activity, negative = inhibition, usual class: inhibitors | 400,000 tested, 0.53% active | AID 588579; further: on the % scale 0 is the no-effect control and ±100 the full control effect
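10 nM Pol kappa preincubated 15 min at room temperature with compounds, then reaction started with substrate at 50 nM final. Fluorescence read kinetically at 0 and 10 min; buffer-only wells served as negative control.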
APEX1 inh: blocks human APE1 abasic DNA cleavage; 350,000 tested, 0.35% active; Potency, µM (doses to about 65.8 µM), without a hit: at the highest dose activity change, negative = inhibition, usual class: inhibitors; recombinant APE1, TAMRA/BHQ-2 abasic DNA cleavage fluorescence; P27695; AID 2517;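 further: plate controls were vehicle for no effect and reference inhibitor for full effect; nearly all actives have a fitted effect of over 55% in size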
Target sequence (P27695 whole entry, looked up): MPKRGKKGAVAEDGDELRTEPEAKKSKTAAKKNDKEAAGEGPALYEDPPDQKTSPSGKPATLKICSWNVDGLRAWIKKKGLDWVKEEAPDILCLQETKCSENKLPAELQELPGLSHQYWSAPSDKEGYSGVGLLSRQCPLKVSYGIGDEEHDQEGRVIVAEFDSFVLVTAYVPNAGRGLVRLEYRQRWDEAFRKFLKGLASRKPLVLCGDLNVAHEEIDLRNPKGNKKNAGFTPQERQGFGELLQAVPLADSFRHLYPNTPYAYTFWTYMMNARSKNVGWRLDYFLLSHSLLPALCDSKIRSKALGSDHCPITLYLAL
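Enzyme (0.75 nM final) and test compound are incubated 15 min at room temperature before adding 50 nM quenched THF abasic-site duplex. Cleavage dequenches TAMRA, followed at 525/598 nm over three reads one minute apart.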
Anesthetic bind: candidate novel general anesthetic via apoferritin binding. apoferritin/1-aminoanthracene competitive binding, fluorescence. 350,000 tested, 0.074% active. P02791. Potency, µM (series often up to 77.5 µM), inactives show at the top dose activity change, negative = displacement, most hits filed as inhibitors. AID 485281; further: on the % scale 0 is the no-effect control and ±100 the full control effect; nearly all actives have a fitted effect of over 20% in size
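10 uM apoferritin + 50% sat. 1-AMA, PBS; cpd 10 min RT; Ex380/Em535 endpoint; normalized to free probe vs complex; 4-param Hill fit; propofol titration as pos. ctrl.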
Pol eta inh: blocks human DNA polymerase eta activity; AID 588591; recombinant Pol eta, fluorescent DNA replication assay; 390,000 tested, 1.2% active; Potency, µM (doses to about 114 µM), inactives show top-dose activity change, negative = inhibition, actives largely listed as inhibitors; further: on the % scale 0 is the no-effect control and ±100 the full control effect
Target sequence (Q9Y253 whole entry, looked up): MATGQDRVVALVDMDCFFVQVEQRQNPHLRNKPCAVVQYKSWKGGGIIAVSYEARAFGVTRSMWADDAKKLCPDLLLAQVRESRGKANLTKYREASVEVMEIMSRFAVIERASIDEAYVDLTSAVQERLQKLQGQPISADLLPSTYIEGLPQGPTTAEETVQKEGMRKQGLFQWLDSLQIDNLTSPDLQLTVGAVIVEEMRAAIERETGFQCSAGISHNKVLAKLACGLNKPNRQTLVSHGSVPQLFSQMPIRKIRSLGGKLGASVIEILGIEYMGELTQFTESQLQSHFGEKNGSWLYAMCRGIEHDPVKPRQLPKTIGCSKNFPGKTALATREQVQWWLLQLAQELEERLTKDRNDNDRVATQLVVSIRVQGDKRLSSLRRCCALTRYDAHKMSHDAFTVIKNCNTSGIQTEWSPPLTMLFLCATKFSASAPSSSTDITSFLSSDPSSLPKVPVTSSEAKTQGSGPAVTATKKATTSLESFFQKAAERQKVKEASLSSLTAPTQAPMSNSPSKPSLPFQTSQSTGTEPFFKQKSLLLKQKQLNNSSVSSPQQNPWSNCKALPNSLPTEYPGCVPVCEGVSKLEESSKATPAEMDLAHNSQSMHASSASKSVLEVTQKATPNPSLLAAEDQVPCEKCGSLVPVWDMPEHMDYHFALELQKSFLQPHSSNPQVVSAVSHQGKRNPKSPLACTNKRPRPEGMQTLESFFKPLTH
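Fluorescent replication assay: 50 nM final substrate added after a 15 min room-temperature compound preincubation with 10 nM enzyme. Signal taken at 0 min and again at 10 min.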
* marks the source's active call; other numbers are inactive results; ? = inconclusive; · = not tested or not shown; & = joins results of further samples; [ ] = another dose, or the depositor's remark. The call rests on the fitted dose curve; in most records, active means well fitted curve in the direction sought with a large enough effect; inconclusive means small, poorly fitted or top-dose-only effect, or another doubt; inactive means no such curve, though single readings can be large; an effect the other way counts as inactive or inconclusive. Potency means the concentration at half of the fitted maximal effect. Only part of the results is shown (hit frequency here may not be typical).

SMILES	POLI inh	G9a inh	POLB inh	BLM inh	BAZ2B block	Pol kappa inh	APEX1 inh	Anesthetic bind	Pol eta inh
O=C(O)CCC(=O)N(Cc1ccco1)c1nc(-c2ccccc2)cs1	16.7%	?	?	1.1%	?	-3.9%	5.3%	-22.7%	0.6%
O=C(NCC1CCCO1)c1ccc2c(c1)N(Cc1ccc(F)cc1Cl)C(=O)CS2 (centres undefined)	2.2%	4.3%[59 µM]	17.4%	-6.5%	-35.0%	5.3%	35.2%	-18.8%	-8.2%
CCC(=O)NC1Cc2ccccc2C(c2ccccc2)C1 (centres undefined)	·	15.0%[59 µM]	·	·	·	0.3%[19.4 µM]	14.4%	?	·
Cc1ccnc(NC(=O)C2CCN(S(=O)(=O)c3cccc4nsnc34)CC2)c1	29.4%	?	11.6%	-3.0%	-8.3%	-5.0%	2.0%	-14.7%	-11.1%
CC(C)(C)NC(=O)CCCCCCCC(=O)NC(C)(C)C	-4.9%	0.0%[0.501 µM]	2.9%	-1.9%	9.5%	-6.9%	7.7%	-5.6%	-6.9%
CC(C)(C)C(=O)Nc1ccc(C(=O)N/N=C/c2ccccc2OC(=O)c2ccccc2)cc1	-0.8%	1.0%[59 µM]	-23.6%	-4.9%	2.9%	-16.2%	-6.2%	?	-4.2%
CC(=O)CSc1nnc(-c2ccncc2)n1C	8.6%	-1.4%[59 µM]	4.5%	-3.0%	1.0%	-11.6%	-5.8%	2.3%	?
CCN(c1ccccc1)S(=O)(=O)c1cc(C(=O)Oc2ccc3c(C)cc(=O)oc3c2)ccc1C	-10.6%	5.9%[59 µM]	-1.0%	-3.1%	0.8%	-14.2%	1.0%	49.3%[activator]	-8.6%
Cc1ccc(S(=O)(=O)Nc2cccc(/C=C/C(=O)O)c2)cc1	8.0%	35.1%[12.7 µM]	25.1%	0.0%	12.0%	-16.8%	-6.3%	-9.0%	0.8%
CS(=O)(=O)Oc1ccc2c(c1)O/C(=C\c1cccnc1)C2=O	-8.6%	·	26.0%	-1.6%	-14.5%	-7.0%	?	2.6%	-14.2%
COc1cccc(/C=N/NC(N)=S)c1OS(=O)(=O)c1ccccc1	-16.5%	-15.2%[59 µM]	6.3%	-1.7%	-4.2%	-14.1%	3.3%	-11.3%	6.2%
C/C(CC(C)C)=N\Nc1ccc(S(N)(=O)=O)cc1[N+](=O)[O-]	36.4%[activator]	?	23.7%	-4.6%	·	-8.2%	10.8%	?	-17.3%
COc1ccccc1OCCCCCCN1CCOCC1	-23.8%	12.6µM*	38.1%	-1.5%	50.1µM*	-3.9%	8.4%	-10.1%	-4.4%
CC(C)N(C(=O)Cn1cc(SCC(=O)NCC2CCCO2)c2ccccc21)C(C)C (centres undefined)	107.4%[activator]	12.8%	-0.5%	0.5%	3.5%	-1.4%	-1.1%	-8.6%	0.1%
Cc1ccc(NC(=O)[C@H](Cc2ccccc2)NC(=O)C2CCNCC2)cc1	?	·	62.3%	-0.7%	-3.7%	-24.7%	-0.5%	9.9%	-10.0%
Brc1ccc(-c2csc(N/N=C/c3ccc4c(c3)OCO4)n2)cc1	-4.8%	3.55µM*	-1.1%	-5.3%	-0.1%	-4.2%	0.3%	2.6%	-13.1%
O=C(O)C1CCCCC1C(=O)Nc1ccccc1F (centres undefined)	-13.6%	-43.0%[12.7 µM]	-1.1%	-3.7%	7.2%	-0.3%	7.2%	?	-2.5%
O=C(COC(=O)c1ccccc1O)Nc1ccc(N2CCOCC2)cc1	-8.5%	?	·	·	12.3%	1.6%	15.0%	·	8.4%
O=S(=O)(c1ccc(F)c(Cl)c1)N1CCCC1	5.8%	-5.1%	7.2%	-3.9%	7.8%	-17.3%	-3.4%	-1.5%	-4.0%
CCOc1ccc(Nc2nc3ccccc3n3c(CC)nnc23)cc1	0.6%	-29.5%[59 µM]	15.9%	-6.0%	-26.3%	-6.1%	·	5.0%	-18.7%
COc1ccc2nc3oc(C(=O)N4CCCCC4)cc3cc2c1	10.3%	9.6%[59 µM]	-0.2%	0.8%	5.5%	4.4%	3.9%	23.5%	10.8%
Cc1ncoc1C(=O)Nc1ccc(Oc2ccccc2)cc1	8.6%	10.9%[59 µM]	8.6%	-13.8%	13.3%	-0.6%	12.7%	?	-1.4%
CCC1(c2ccc(F)cc2)NC(=O)N(CC(=O)N2c3ccccc3NC(=O)CC2C)C1=O (centres undefined)	?	-46.1%[2.33 µM]	·	·	2.7%	-2.6%	28.0%	·	-4.3%
CCN(Cc1ccncc1)C(=O)[C@@H](CO)c1ccccc1	·	23.4%[21.5 µM]	·	2.8%	·	-8.7%[19.4 µM]	-2.8%	-2.6%[29.3 µM]	·
CCCSc1nc2c([nH]c3ccccc32)c(=O)n1C	18.5%	14.8%[59 µM]	-18.1%	-0.2%	1.1%	-2.5%[60.1 µM]	·	-3.6%	-24.0%
(list continues)
SMILES	POLI inh	G9a inh	POLB inh	BLM inh	BAZ2B block	Pol kappa inh	APEX1 inh	Anesthetic bind	Pol eta inh
CS(=O)(=O)N1CCN(C(=O)CCc2ccccc2)CC1	121.2%[activator]	?	?	-7.5%	-5.6%	-3.8%	44.8%	-13.4%	-7.9%
CC(=O)Nc1ccc(NC(=O)c2cc(-c3ccc(C)c(C)c3O)n[nH]2)cc1	24.1%	34.4%[0.501 µM]	2.4%	-17.1%	-24.0%	-8.4%	-3.8%	2.9%	-17.3%
Cc1cc(C)nc(Nc2nc3ccccc3o2)n1	19.3%	-119.9%	16.5%	7.2%	-3.5%	-5.5%	-1.1%	-2.6%	2.4%
CCOc1ccc(-n2c(=O)c3c4c(sc3n(CC(=O)NC(C)CC)c2=O)CCCCC4)cc1 (centres undefined)	-0.1%	-3.7%[59 µM]	15.1%	-6.1%	0.6%	-10.0%	·	13.1%	-15.2%
CCS(=O)(=O)N1CCc2cc(C(=O)N3CCN(c4ccccc4)CC3)ccc21	-5.1%	-35.0%[59 µM]	0.7%	-1.6%	4.1%	9.2%	·	?	0.1%
C(=N\N1CCN(c2ccccn2)CC1)/c1cccc2ccccc12	13.5%	39.8µM*	-1.6%	-7.1%	35.5µM*	4.0%	-5.3%	5.4%	-19.2%
O=C(O)C1CC=CCC1C(=O)Nc1cccc([N+](=O)[O-])c1 (centres undefined)	-15.1%	?	-10.2%	-2.9%	89.1µM*	-6.0%	-4.3%	7.1%	-3.1%
Cc1cc(C)c(NC(=O)CSc2nnc(CNC(=O)c3ccccc3F)o2)c(C)c1	14.8%	?	39.7%	-1.9%	-1.6%	-2.9%	26.9%	-5.8%	-3.4%
Cn1nnnc1SCC(=O)Nc1ccccn1	-1.4%	4.2%[59 µM]	-8.4%	-2.4%	6.3%	-5.7%	1.7%	-9.6%	-3.6%
Cc1cc2oc(=O)cc(-c3ccccc3)c2c(C)c1-c1ccc(N(C)C)cc1	45.5%	28.2µM*	·	-6.2%[75.6 µM]	·	3.2%	-0.7%&-4.5%	-15.2%[110 µM]	-14.9%
Cc1ccc2nsnc2c1NC(=O)c1ccc2c(c1)OCCO2	14.0%	10.1%[12.7 µM]	26.8%	-3.7%	3.8%	-4.5%	10.2%	?	5.4%
O=S(=O)(N1CCCCC1)N1CCN(S(=O)(=O)N2CCCCC2)CC1	8.1%	18.1%[59 µM]	?	-2.9%	8.8%	-12.1%	5.0%	-9.4%	-11.7%
C/C(=C\CCC1(C)C2CC3C(C2)C31C)C(=O)O (centres undefined)	-3.9%	39.2%[12.7 µM]	-9.5%	1.1%	-23.9%	1.3%	3.6%	?	-10.9%
CC1Cc2ccccc2N1C(=O)CSc1nnc(-c2ccccc2Cl)o1 (centres undefined)	15.3%	7.2%[59 µM]	-0.9%	-6.2%	3.0%	-0.3%	·	8.7%	·
CCOC(=O)c1cc2c(nc1NC(=S)NCc1ccccc1)CCCC2	29.7%	4.4%[59 µM]	23.7%	3.2%	3.8%	-12.3%	2.3%	-0.1%	0.0%
COc1ccc2[nH]c3c(c2c1)CCn1c-3nc2sc(C(=O)Nc3ccccc3)c(C)c2c1=O	·	14.3%[59 µM]	23.2%	-12.4%	2.0%	·	0.9%	-2.9%	·
CCC(CC)C(=O)Nc1nnc(SCC(=O)NC2CC2)s1	117.0%[activator]	-10.6%	27.6%	2.2%	8.2%	4.9%	-14.9%	-7.5%	-9.3%
COc1ccc(OC)c(CCNC(=O)c2csc3c2CCCCC3)c1	2.7%	4.4%[59 µM]	1.3%	-2.5%	-2.6%	-11.0%	·	-0.7%	-0.9%
O=C(NCc1ccco1)C1CC(=O)N(c2ccc(F)cc2)C1 (centres undefined)	6.8%	?	19.2%	0.9%	8.4%	-2.5%	17.3%	6.2%	-2.4%
Cc1ccc(CC(CC(=O)O)C(=O)NC2CCCCC2)cc1 (centres undefined)	8.2%	-7.2%[59 µM]	2.3%	1.1%	·	-0.8%	1.9%	-22.7%	-3.0%
CSc1ccc(CC2C(=O)Nc3ccccc32)cc1 (centres undefined)	-9.1%	-26.0%[59 µM]	-1.3%	-4.9%	-31.6%	-4.7%	·	2.5%	-8.4%
CCn1c(SCC(=O)NC2CCCC2)nnc1-c1ccncc1	45.1%[activator]	-7.2%[59 µM]	2.5%	0.2%	8.4%	-3.3%	17.9%[12.4 µM]	1.3%	-0.6%
CSc1nc(N)nc2c1ncn2CC(=O)NCCCN1CCCC1=O	-16.6%	·	·	·	·	-1.6%	1.0%	·	-13.5%
Cc1ccc(-c2nn3c(=O)cc(CN4CCN(C(=O)Nc5cc(Cl)ccc5C)CC4)nc3s2)cc1	15.1%	4.5%[59 µM]	-6.0%	-4.6%	11.8%	-15.7%[60.1 µM]	·	49.7%[activator]	-11.4%

Records listed above that bear a hit mark in BAZ2B block.
canonical_smiles | POLI inh | G9a inh | POLB inh | BLM inh | BAZ2B block | Pol kappa inh | APEX1 inh | Pol eta inh
COc1ccccc1OCCCCCCN1CCOCC1 | -23.8% | 12.6µM* | 38.1% | -1.5% | 50.1µM* | -3.9% | 8.4% | -4.4%
C(=N\N1CCN(c2ccccn2)CC1)/c1cccc2ccccc12 | 13.5% | 39.8µM* | -1.6% | -7.1% | 35.5µM* | 4.0% | -5.3% | -19.2%
O=C(O)C1CC=CCC1C(=O)Nc1cccc([N+](=O)[O-])c1 (centres undefined) | -15.1% | ? | -10.2% | -2.9% | 89.1µM* | -6.0% | -4.3% | -3.1%
